Assay outcomes as filed in PubChem BioAssay.
cardiac RTF act – cardiac RTF calcium sensitization | IANBD-labeled TnC RTF fluorescence at EC20 calcium; 0% EC20 calcium, 100% full calcium | activation, % at 7.2 µM | 340,000 compounds, 0.24% hits | AID 493008;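 active means activation above the mean over all tested compounds plus 3 SD, cut at about 30% in these data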;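 further: rise in fluorescence read as greater calcium sensitivity of cardiac thin filaments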
Cardiac RTF inh – cardiac RTF calcium desensitization. P19429+P45379. 340,000 compounds, 0.12% hits. IANBD-labeled cardiac RTF, Ca2+ fluorescence. AID 493244. inhibition, % at 7.15 µM;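 active means inhibition above the mean inhibition of all tested compounds plus 3 SD, cut at about 17% in these data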;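 further: assay run at fixed EC70 calcium of 1.6 mM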
LANA DNA inh – inhibitors of KSHV LANA C-terminal domain DNA binding | 340,000 compounds, 0.078% hits | MBP-C-LANA/FAM-LBS DNA binding, fluorescence polarization | AID 504423 | inhibition, % at 9 µM;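 active means highest replicate inhibition at or above 60% at 9 µM, even if other replicates fall short; inactive means all replicates below 60% inhibition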;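 further: 0% = neutral control wells and 100% = 4 µM acridine orange control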
CAL PDZ FP-1 – blocks peptide binding to human CAL PDZ domain; AID 504414; purified CAL PDZ, TMR-peptide fluorescence polarization, 1 h; inhibition, % at 20 µM; Q9HD26; 330,000 compounds, 0.02% hits;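 active means highest replicate inhibition of at least 40%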;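 further: plate controls were DMSO neutral control wells for no effect and unlabeled competitor peptide control wells for full effect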
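material = purified tagged CAL PDZ domain construct (CerCALP) | buffer or medium = sodium phosphate/NaCl buffer pH 7.4 with TCEP, IgG, Thesit | reagent = TMR-labelled reporter peptide T*-PRC34 bound in PDZ groove | incubation = 1 h room-temperature incubation prior to read | measured by = fluorescence polarization (mP) | evaluation = percent inhibition from loss of millipolarization | control set = unlabelled peptide and DMSO controls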
Keap1 Nrf2 FP – Keap1-Nrf2 (human) interaction inhibition; Q14145; Keap1 Kelch-Nrf2 peptide fluorescence polarization, 1536-well; inhibition, % at 9.4 µM; 340,000 compounds, 0.15% hits; AID 504523; in the data active means inhibition above about 12%;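 further: human Keap1 Kelch domain with fluorescein labeled Nrf2 9mer peptide probe; 0% = neutral control wells and 100% = peptide positive control; higher means more block of Keap1 binding to Nrf2 peptide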
CAL PDZ FP-2 – CAL PDZ (human) peptide binding inhibition; Q9HD26; purified CAL PDZ, TMR-peptide fluorescence polarization, 1 h; inhibition, % at 24.9 µM; 300,000 compounds, 0.92% hits; AID 602252;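 active means mean inhibition of at least 30% with at least half of replicates also reaching 30%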;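 further: 0% = DMSO neutral control and 100% = excess unlabeled competitor peptide PRC23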
Rtt109 HAT inh – blocks Candida albicans Rtt109/Vps75 acetyltransferase activity; AID 540336; Q5AAJ8; 330,000 compounds, 0.16% hits; inhibition, % at 34.9 µM; purified Rtt109/Vps75, ThioGlo CoA-SH fluorescence, 4 h;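 active means inhibition of at least 50% in every replicate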
PKA-R2B activ – activates the human PKA-R2B holoenzyme complex; 340,000 compounds, 0.079% hits; P22694+P31323; PKA-R2B holoenzyme dissociation, Cy5-IP20 fluorescence polarization; R2B truncated from residue 108, S112A mutant; 0% DMSO only, 100% 113 µM cGMP; activation, % at 11.4 µM; AID 504700;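 active means activation above a cutoff set at the mean over all compounds plus 3 SD, cut at about 18% in these data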;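 further: higher means more holoenzyme dissociation and a rise in polarization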
SR-BI uptake up – activators of SR-BI mediated HDL lipid uptake. CHO ldlA[mSR-BI] cells, DiI-HDL uptake fluorescence, 3 h; 100 = double the neutral-control signal. 320,000 compounds, 0.096% hits. activation, % at 12.5 µM;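 active means mean replicate activation of at least 60% and every replicate at or above 60%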;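 further: 0% = median plate neutral-control signal and 100% = twice that signal; values of inactives mirror those of a sister screen read the other way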
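system = CHO ldlA[mSR-BI] cells, LDL receptor-null, SR-BI overexpressing | medium = Ham's F12 with 0.5% BSA, HEPES 25 mM, pH 7.4 | probe or stimulus = DiI-HDL 10 µg/mL | compound dosing = single-point compound dose | incubation = compound exposure 3 h, 37 °C | technique = DiI fluorescence, bottom read | read-out = cell-associated DiI fluorescence as measure of HDL uptake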
DAGLB inh – diacylglycerol lipase beta (human) inhibition | AID 504411 | HEK293T DAGLB membrane lysate, EnzChek fluorogenic substrate | inhibition, % at 5.17 µM | Q8NCG7 | 340,000 compounds, 0.059% hits; in the data active means inhibition above about 34%;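 further: 0% = enzyme with vehicle and 100% = wells lacking enzyme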
Active calls of the source: *; x = not tested or not shown. An unsorted share of the library (roughly 1.6% active in at least one column).

SMILES	cardiac RTF act	Cardiac RTF inh	LANA DNA inh	CAL PDZ FP-1	Keap1 Nrf2 FP	CAL PDZ FP-2	Rtt109 HAT inh	PKA-R2B activ	SR-BI uptake up	DAGLB inh
COc1ccc(-c2c(NC(=O)c3ccco3)n(C)c3ccccc3c2=O)cc1	7	-1	0.9	-0.8	-1	x	4	1	22	1
Cc1cccc(S(=O)(=O)NCCc2ccccc2)c1	3	-3	0.2	-2.1	-1	-2	1	-1	11	0
N#Cc1cnc(Nc2ccc(F)cc2)nc1N	-5	-8	-1.9	-0.8	0	x	-1	5	4	-1
Cc1nnsc1C(=O)N1CCCC(N2CCN(c3ccc(F)cc3)CC2)C1 (centres undefined)	-5	-3	-0.9	-1.4	-1	1	-6	-17	18	2
COc1ccc(CC(=O)NNC(=O)c2ccncc2)cc1	16	-3	-0.8	-1.3	-5	-2	-3	-2	5	2
CCOC(=O)C1CCN(S(=O)(=O)c2cc(F)ccc2OC)CC1	-5	-4	-0.4	-1.2	4	x	-2	-2	3	-2
CCOc1ccc(NC(=O)CSc2nc3ccccc3c(=O)n2CCCC(=O)N2CCCC2)cc1	3	-3	-2.5	-1.0	-1	3	15	-2	1	0
O=C(CCn1ccc2cc(S(=O)(=O)N3CCCC3)ccc21)NCc1cccc(F)c1	2	-4	-0.1	-2.4	-2	-1	3	-6	-4	1
C=CCNC(=S)N/N=C/c1ccc(-c2ccc(OC)cc2)o1	8	5	0.4	-0.6	-4	-2	25	-2	-72	3
NC(=O)Nc1ccc(C(=O)OCC(=O)NC2CCCc3ccccc32)cc1 (centres undefined)	0	4	0.6	-1.2	-2	x	8	3	-36	5
Cc1ccccc1NC(=O)CCCCC(=O)Nc1ccccc1C	-1	1	-3.6	-1.0	3	7	14	8	5	2
Cc1ccc(S(=O)(=O)NNC(=O)Nc2cccc3ccccc23)cc1	-2	-42	-1.6	-2.6	-1	-1	1	6	24	0
Cc1cc(C(=O)COC(=O)CNS(=O)(=O)c2ccc3ccccc3c2)c(C)n1-c1ccccc1	1	-6	1.0	-2.3	-5	-3	-1	2	30	-6
O=[N+]([O-])c1ccc(Sc2nccn2Cc2ccccc2)c([N+](=O)[O-])c1	-7	-10	0.5	-1.7	-3	-3	2	-9	3	-23
CCC(C)(C)n1nnnc1C(C(C)C)N(CCCO)Cc1cc2cc(C)ccc2[nH]c1=O (centres undefined)	5	-9	3.2	-0.2	-4	-4	4	-9	21	1
CSc1ccc(/C=N/Nc2cccc(C(=O)O)c2)cc1	-14	26*	78*	-2.3	1	5	-4	-2	3	1
Cc1cc(C)n(Cc2ccc(C(=O)NN)o2)n1	5	-6	-2.5	0.4	-4	-1	-1	-1	-4	1
Brc1ccsc1/C=N/Nc1ccccc1	1	4	-1.4	0.0	-2	5	0	-12	2	-1
Cc1nn(CC(=O)Nc2cc(S(=O)(=O)N(C)C)ccc2Cl)c(C)c1[N+](=O)[O-]	10	-22	1.6	-0.3	-4	-1	3	-3	18	0
O=c1cc(CN2CCN(Cc3ccccc3)CC2)c2ccc(O)c(O)c2o1	0	-10	9.8	-4.2	-1	-3	8	-1	-4	9
Cn1c(=O)n(C)c2cc(N3CCCCC3)c(NC(=O)c3ccccc3)cc21	2	-5	-1.1	1.3	0	x	-8	-4	-24	1
CCn1nnnc1SCC(=O)c1ccc(C)cc1	1	5	-0.1	-0.1	-2	12	-3	2	28	-3
C=CCNC(=O)/C(=C/c1cccc([N+](=O)[O-])c1)NC(=O)c1ccccc1	0	-6	0.2	-0.1	0	-1	0	-9	6	2
COC(=O)c1sc(NC(=O)CSc2n[nH]c(N)n2)c(C(=O)OC)c1C	6	-2	2.2	-3.2	-3	-1	-8	-17	-18	1
CC(C)(C)NC(=O)C(c1ccc(F)cc1)N(Cc1ccco1)C(=O)Cn1nnc(-c2cccs2)n1 (centres undefined)	-6	10	-0.1	0.0	-4	-8	4	1	-38	2

Rewritten comma-delimited: eleven of the compounds above.
Molecule,cardiac RTF act,Cardiac RTF inh,LANA DNA inh,CAL PDZ FP-1,Keap1 Nrf2 FP,CAL PDZ FP-2,Rtt109 HAT inh,PKA-R2B activ,SR-BI uptake up,DAGLB inh
COc1ccc(-c2c(NC(=O)c3ccco3)n(C)c3ccccc3c2=O)cc1,7,-1,0.9,-0.8,-1,x,4,1,22,1
Cc1cccc(S(=O)(=O)NCCc2ccccc2)c1,3,-3,0.2,-2.1,-1,-2,1,-1,11,0
N#Cc1cnc(Nc2ccc(F)cc2)nc1N,-5,-8,-1.9,-0.8,0,x,-1,5,4,-1
Cc1nnsc1C(=O)N1CCCC(N2CCN(c3ccc(F)cc3)CC2)C1 (centres undefined),-5,-3,-0.9,-1.4,-1,1,-6,-17,18,2
COc1ccc(CC(=O)NNC(=O)c2ccncc2)cc1,16,-3,-0.8,-1.3,-5,-2,-3,-2,5,2
CCOC(=O)C1CCN(S(=O)(=O)c2cc(F)ccc2OC)CC1,-5,-4,-0.4,-1.2,4,x,-2,-2,3,-2
CCOc1ccc(NC(=O)CSc2nc3ccccc3c(=O)n2CCCC(=O)N2CCCC2)cc1,3,-3,-2.5,-1.0,-1,3,15,-2,1,0
O=C(CCn1ccc2cc(S(=O)(=O)N3CCCC3)ccc21)NCc1cccc(F)c1,2,-4,-0.1,-2.4,-2,-1,3,-6,-4,1
C=CCNC(=S)N/N=C/c1ccc(-c2ccc(OC)cc2)o1,8,5,0.4,-0.6,-4,-2,25,-2,-72,3
NC(=O)Nc1ccc(C(=O)OCC(=O)NC2CCCc3ccccc32)cc1 (centres undefined),0,4,0.6,-1.2,-2,x,8,3,-36,5
Cc1ccccc1NC(=O)CCCCC(=O)Nc1ccccc1C,-1,1,-3.6,-1.0,3,7,14,8,5,2

Results in Cardiac RTF inh and CAL PDZ FP-1, for some of the entries so far:
Compound	Cardiac RTF inh	CAL PDZ FP-1
CCC(C)(C)n1nnnc1C(C(C)C)N(CCCO)Cc1cc2cc(C)ccc2[nH]c1=O (centres undefined)	-9	-0.2
CSc1ccc(/C=N/Nc2cccc(C(=O)O)c2)cc1	26*	-2.3

The listing continues.
SMILES	cardiac RTF act	Cardiac RTF inh	LANA DNA inh	CAL PDZ FP-1	Keap1 Nrf2 FP	CAL PDZ FP-2	Rtt109 HAT inh	PKA-R2B activ	SR-BI uptake up	DAGLB inh
O=[N+]([O-])c1ccc(Sc2cccc3cccnc23)cc1	-2	-10	-1.1	-0.3	-1	-3	10	3	-3	3
O=C1CC(c2ccccc2)CC(O)=C1C=Nc1ccc(Cl)cc1 (centres undefined)	-2	-10	0.1	-0.2	3	3	-13	-7	9	-1
O=C(CN1CCCCCC1=O)N1CCN(S(=O)(=O)c2cccs2)CC1	-2	2	-0.5	-1.7	-5	1	x	5	34	-3
O=Nc1c(-c2ccccc2)[nH]n(-c2ccccc2)c1=O	-4	11	-0.6	0.1	-7	-2	0	-4	43	11
Cc1onc(-c2ccccc2)c1C(=O)NC1CC1	3	-6	0.6	0.8	-5	-4	-1	-11	4	0
O=C(O)C1C2C=CC(O2)C1C(=O)Nc1ccc(S(=O)(=O)Nc2ccccc2)cc1 (centres undefined)	-1	1	1.5	0.2	0	-4	-3	8	21	1
Clc1ccc(-c2csc(N/N=C\c3cccnc3)n2)cc1	-2	-22	0.4	0.3	-6	-4	7	2	-33	2
Cn1c(-[n+]2c(-c3ccccc3)cc(-c3ccccc3)cc2-c2ccccc2)nc2cc([N+](=O)[O-])ccc21	3	-5	0.5	-1.3	0	-38	1	-6	31	-3
CCc1ccc2c(CC(=O)NNC(=O)c3ccncc3)coc2c1	-2	-1	-4.3	0.0	-8	2	-1	1	11	-1
O=C(N1CCN(c2ncccn2)CC1)C12CC3CC(CC(C3)C1)C2	13	11	1.7	-0.1	-8	-5	-3	-4	-18	1
CCN1CCN(c2ncnc3c2cnn3-c2ccc(C)cc2C)CC1	1	-14	0.0	0.1	3	11	-4	-9	-5	5
Cc1cc(C)c(NC(=O)c2cccc3c2C(=O)N(C2CCCCC2)C3)c(C)c1	-7	10	-1.6	-0.3	2	4	3	2	20	1
Cc1onc(-c2ccccc2)c1CNS(=O)(=O)c1cccc(Cl)c1	1	2	17	-1.0	-6	x	-32	-1	14	-2
COc1cc2[nH]c(=O)n(CCCCCC(=O)NCCc3c[nH]c4ccccc34)c(=O)c2cc1OC	1	8	0.7	-1.0	-3	0	14	11	-23	0
Cn1c(=O)c2c(nc(N/N=C/c3ccncc3)n2Cc2ccccc2)n(C)c1=O	-2	-2	-1.7	0.2	-3	4	x	-3	-27	-3
CCOC(=O)NNc1cc(C(F)(F)F)ccn1	-2	5	0.0	0.5	-1	-1	-2	-5	4	-3
NC(=O)CN1CCN(S(=O)(=O)c2ccc(Br)cc2)CC1	10	-4	4.5	0.6	-2	-3	-2	-23	5	1
COc1ccc(C=NNC(=S)Nc2ccc(F)cc2)cc1OC	-7	3	0.3	0.2	1	-4	8	-5	-11	1
CC(C)(C)c1ccc(C(=O)NC(=S)NCc2ccco2)cc1	-3	-5	0.2	0.0	-7	-7	4	1	x	-9
CCCC(CCC)=NNc1ccc(S(=O)(=O)Nc2ccccc2OC)cc1[N+](=O)[O-]	4	-5	-0.2	0.1	2	-1	1	8	10	16
CNC(=O)C(C)NS(=O)(=O)c1ccc(F)cc1 (centres undefined)	3	-8	-0.7	-0.8	-2	-3	-5	-3	30	0
Cc1cccc(C(=O)N2CCN(c3ccc([N+](=O)[O-])c(N4CCOCC4)c3)CC2)c1	-16	-7	0.6	-2.4	-2	-3	25	1	-29	9
CCOC(=O)CCCCCN1C(=O)c2cccc3cccc(c23)C1=O	3	1	3.0	-1.0	-1	-7	6	-8	34	-9
Cc1cc2c3c(c1)C(C)(c1ccccc1)CC(C)(C)N3C(=O)C21C(C#N)=C(N)OC2=C1C(=O)CC(C)(C)C2 (centres undefined)	-7	-3	-0.9	x	-4	-4	25	-23	6	-2
COc1ccccc1NC(=O)N1CCCC1C(=O)NCC1CCCO1 (centres undefined)	1	-12	-0.9	-0.2	-2	17	-3	-3	0	2
CCOC(=O)c1cnc2ccc(C(=O)OC)cc2c1Nc1ccc2c(c1)OCCO2	-9	-5	-0.5	-1.6	-4	-4	-1	-2	-55	-2
O=C(Nc1ccccc1-c1nc2ccccc2s1)c1cccnc1	-6	5	-1.1	-0.5	-1	-3	-6	-3	-1	-3
O=C(Nc1ccccc1)Nc1ccccc1C(=O)NCc1ccccc1	7	-7	-0.9	-2.4	1	1	-4	-9	-19	-3
CCOC(=O)CN1C(c2ccccc2O)Nc2ccc(Br)cc2C1c1ccccc1 (centres undefined)	-6	-1	-1.2	-0.9	-2	-2	-9	-16	-11	-5
